Giardia FBPA inh: Giardia lamblia aldolase inhibition; A8B2U2; purified Giardia FBPA; Potency, µM (highest dose often 59.6 µM), without a hit: at the top dose activity, negative = inhibition, actives largely listed as inhibitors; 0.71% of 290,000 active; AID 2451; note: potency is the fitted concentration of half-maximal effect; % is set by controls: 0 for no effect and ±100 for the full control effect; nearly all actives have a fitted effect of over 55% in size
Target sequence (A8B2U2 whole entry, looked up): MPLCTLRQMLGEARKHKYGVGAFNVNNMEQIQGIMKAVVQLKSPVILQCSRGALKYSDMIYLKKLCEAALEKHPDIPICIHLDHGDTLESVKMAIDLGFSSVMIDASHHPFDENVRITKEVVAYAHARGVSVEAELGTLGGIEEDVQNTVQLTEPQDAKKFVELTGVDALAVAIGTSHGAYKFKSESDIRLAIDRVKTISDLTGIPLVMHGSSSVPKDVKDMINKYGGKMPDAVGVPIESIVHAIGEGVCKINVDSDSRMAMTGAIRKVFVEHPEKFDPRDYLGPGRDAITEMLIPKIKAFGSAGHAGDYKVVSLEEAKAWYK
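40 nM FBPA preincubated 10 min at RT with compound (up to 57.5 uM final), then substrate plus GAPDH/TPI/NAD/arsenate coupling and diaphorase/resazurin added. Fluorescence read after 20 min at RT, 525/598 nm.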
HCMV antiviral: human cytomegalovirus inhibition; HFF cells, HCMV-luciferase reporter, 72 h; hits give low values; activity change, negative = inhibition, % at 57.5 µM; 4.5% of 410,000 active; in the data active = activity change below about -60%; inconclusive = no clear call, values can overlap the other calls; inactive = above about -39%; note: % is set by controls: 0 for no effect and ±100 for the full control effect
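Steps: HFFs plated, 16 h 37C; compounds added; HCMV-luciferase added to MOI 1 PFU/cell; 72 h 37C; OneGlo reagent, 5 min room temperature; luminescence read, normalized to controls.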
AmpC no deterg: blocks E. coli AmpC beta-lactamase in detergent-free assay. Potency, µM (doses to about 57.1 µM), inactives show at the top dose activity change, negative = inhibition, usual class: inhibitors. 0.52% of 330,000 active. AmpC nitrocefin hydrolysis, absorbance 480 nm, 0.0001% Triton. P00811;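 note: potency is the fitted concentration of half-maximal effect; plate controls were no compound for no effect and no enzyme for full effect; nearly all actives have a fitted effect of over 20% in size; some results filed as inactive show a strong effect at the top dose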
Target sequence (P00811 whole entry, looked up): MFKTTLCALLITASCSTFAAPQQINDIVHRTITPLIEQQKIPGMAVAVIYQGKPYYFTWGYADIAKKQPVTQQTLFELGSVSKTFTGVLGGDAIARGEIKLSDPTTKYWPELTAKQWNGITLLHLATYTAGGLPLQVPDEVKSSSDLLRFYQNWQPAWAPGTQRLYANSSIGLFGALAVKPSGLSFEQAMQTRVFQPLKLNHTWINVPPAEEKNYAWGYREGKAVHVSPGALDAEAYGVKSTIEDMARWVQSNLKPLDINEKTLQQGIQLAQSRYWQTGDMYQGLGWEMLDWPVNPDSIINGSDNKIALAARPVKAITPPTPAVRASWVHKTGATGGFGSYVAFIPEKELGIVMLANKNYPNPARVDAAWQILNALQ
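AmpC (5.3 nM in the dispensed reagent) in 20 mM phosphate pH 7.0 with 0.01% (detergent screen) or 0.0001% Triton X-100 was preincubated with compounds for 15 min at room temperature. Nitrocefin was then added from an 800 uM solution, and hydrolysis was followed at 480 nm.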
AmpC detergent: blocks E. coli AmpC beta-lactamase in detergent assay | P00811 | AmpC hydrolysis of nitrocefin, absorbance 480 nm, 0.01% Triton | Potency, µM (titrated, usually from 114 µM), for the others: top-dose activity change, negative = inhibition, usual class: inhibitors | 0.041% of 370,000 active | AID 485294;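 note: potency is the fitted concentration of half-maximal effect; 0% = no-compound wells and -100% = no-enzyme wells; nearly all actives have a fitted effect of over 25% in size; some results filed as inactive show a strong effect at the top dose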
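20 mM phosphate pH 7.0 + 0.01% (detergent screen) or 0.0001% Triton X-100; 5.3 nM AmpC reagent; cpd preinc 15 min RT; nitrocefin (800 uM stock) to start; A480 q20 s × 4 min; Activity was normalised to no-enzyme and no-compound control wells.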
CHX counter: affects cycloheximide protein synthesis inhibition readout, counter-screen; cell reporter, cycloheximide protein synthesis inhibition counterscreen; max response, %; 12% of 300,000 active; AID 2314; in the data active = max response mostly above about 13%, no sharp cut-off; inactive = mostly below about 14%; note: read at 38.3 µM for the half of the compounds with a filed dose; 0% is about no effect
AMA1-RON2 inh: inhibitors of Plasmodium falciparum AMA1-RON2 interaction | AID 720542 | AlphaScreen AMA1-biotinylated RON2 peptide binding | 0.2% of 360,000 active | Potency, µM (titrated, usually from 58.2 µM), for the others: at the top dose activity change, negative = inhibition, actives largely listed as inhibitors;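 note: potency is the fitted concentration of half-maximal effect; 0% = vehicle wells and -100% = peptide control; nearly all actives have a fitted effect of over 45% in size; some results filed as inactive show a strong effect at the top dose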
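AMA1 (3D7) with his tag at 25 nM final met compounds first, then biotinylated RON2 peptide at 25 nM; detection used donor plus acceptor beads, 10 µg/mL apiece, read by AlphaScreen after 30 min at room temperature.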
Shiga toxin inh: blocks Shiga toxin action in Vero cells; Vero cells, Shiga toxin protein synthesis inhibition reporter; inhibition, % at 38.7 µM; 9.2% of 290,000 active; in the data active = inhibition mostly above about 28%, no sharp cut-off; inactive = mostly below about 43%; note: 0% is about no effect
Starred values were filed as active, the others as inactive; u = inconclusive; x = not tested or not shown; & = joins results of further samples; [ ] = another dose, or the depositor's remark. Unless noted, calls come from the whole dose curve; as a rule, active = well fitted curve in the direction sought with a large enough effect; inconclusive = small, poorly fitted or top-dose-only effect, or another doubt; inactive = no such curve, though single readings can be large; an effect the other way counts as inactive or inconclusive.

SMILES | Giardia FBPA inh | HCMV antiviral | AmpC no deterg | AmpC detergent | CHX counter | AMA1-RON2 inh | Shiga toxin inh
Cc1cc(C(=O)COC(=O)c2ccc(O)cc2)c(C)n1-c1ccccc1F | 8% | -17 | -35% | -14% | 42* | -5% | 107*
CN(C(=O)Cc1csc(-c2ccccc2)n1)c1c(N)n(Cc2ccccc2)c(=O)[nH]c1=O | x | -6 | 4% | -17% | x | 12% | x
COc1ccc(Cl)cc1C(=O)Nc1cc(=O)n(C)c(=O)n1C | 2% | 52 | -20% | 4% | -4 | 9% | -5
CCOC(=O)c1c(C)[nH]c(C)c1C(=O)COC(=O)CNC(=O)C1CCCCC1 | 4% | -5 | 12% | -1% | -2 | -3% | 33
O=C(Nc1cccc(Br)c1)c1ccc2snnc2c1 | 5% | -5 | -38% | 1% | 27* | 15% | 64*
C/C(=N\NC(=O)c1ccccc1O)c1cccs1 | -17% | -13 | -41% | 5% | 32* | 14% | 56*
CCN1CCN(c2ccc(S(=O)(=O)N3CCCCC3)cc2NC(=O)COc2ccccc2)CC1 | x | -3 | 133%[activator] | -12% | x | -5% | x
Cc1c(C)c2c(OCC(=O)N3CCC(C(N)=O)CC3)cc3c(c2oc1=O)CCC(C)(C)O3 | 5% | 27 | 12% | u | 2 | 7% | -4
COc1ccc2c(c1)CCc1c(C(=O)Nc3cc(C)n(Cc4ccc(Cl)cc4)n3)noc1-2 | -2% | -64* | -22% | -7% | -2 | 2% | -12
CS(=O)(=O)c1cccc(C(=O)Nc2ccc(S(=O)(=O)N3CCCCC3)cc2)c1 | x | -63* | -24% | -11% | x | 5% | x
COc1ccccc1Nc1nccc(N(C)C)c1C#N | -9% | -25 | -21% | 7% | 1 | -14% | 6
CC(C)(C)[C@H]1COC(=O)[C@H](NC(=O)OCC2c3ccccc3-c3ccccc32)C/C=C\C[C@@H](CC(=O)N[C@@H](CO)Cc2ccccc2)C(=O)N1 | x | -21 | 215%[activator] | x | x | 21% | x
O=C(NC(=S)Nc1ccccc1N1CCCCC1)c1cccs1 | 3% | 8 | -52% | 1% | 1 | -5% | -14
COc1ccc(-c2nnn(CC(=O)N(CC(=O)NC3CCCC3)Cc3cccs3)n2)cc1OC | 10% | -10 | 30% | -13% | 0 | 0% | 10
CCCCNC(=O)C1CCN(C/C(C)=C/c2ccccc2)CC1 | -19% | 0 | -8% | 1% | -6 | -15% | -19
Cc1nc2scc(-c3ccc(C(C)C)cc3)c2c(=O)n1N | -3% | -62* | 0% | 0% | 4 | -14% | -3
Cc1cc(C)c(NC(=O)Cn2c(=O)n(Cc3ccco3)c(=O)c3ccccc32)c(C)c1 | 12% | 21 | -20% | -9% | 1 | 0% | 1
CCCCn1c(N)c(N(Cc2ccccc2OC)C(=O)CN2C(=O)NC3(CCCC3)C2=O)c(=O)[nH]c1=O | x | 7 | -15% | -3% | x | 1% | x
COc1ccc(C(C)=O)cc1Cn1nnc(-c2ccccc2Br)n1 | -6% | -7 | -7% | -3% | 1 | -1% | 3
COc1ccc(C(O)Cn2cc([N+](=O)[O-])nc2C)cc1 (stereo unspecified) | 4% | -17 | -1% | -10% | -2 | 7% | -5
O=C(Cn1ccc([N+](=O)[O-])n1)Nc1nc2ccccc2s1 | 5% | 0 | -37% | -9% | 26 | 1% | 86*
COc1cc(C(=O)N2c3ccccc3CC2C)cc(OC)c1OC (stereo unspecified) | 2% | -8 | 5% | -12% | -2 | -7% | 4
CC[C@]12c3[nH]c4ccc(Cl)cc4c3CCN1C(=O)[C@@H](CC(=O)NCCCOC)C[C@@H]2C(=O)N1CCN(C(=O)C2CC2)CC1 | x | -11 | 251%[activator] | x | x | 17% | x
CN(C(=O)CSc1cn(CC(=O)N2CCOCC2)c2ccccc12)c1ccccc1 | 3% | -23&69 | 142%[activator] | -3%&16% | 17 | -3% | 10
O=C(COc1ccccc1Br)c1ccc2c(c1)OCO2 | x | 3 | -14% | 0% | x | 1% | x
COc1ccccc1NC(=S)NC1CCCCC1 | -1% | 24 | -9% | 0% | 3 | -1% | 2
OC(Cn1c2ccccc2c2ccccc21)C[n+]1cccc2ccccc21 (stereo unspecified) | 1% | -27 | 36% | u | 1 | -16% | -9
Fc1cc(F)cc(NC(=S)N2CCC(c3ccccc3)C2)c1 (stereo unspecified) | 2% | -33 | -22% | 2% | 41* | 11% | 138*
CC(=O)c1ccc(NC(=O)c2cc(Cl)nc3ccccc23)cc1 | 4% | -20 | -30% | 5% | 9 | -1% | 46
CCOC(=O)N1CCC(NCCNC(=O)c2ccco2)CC1 | u | -1 | -9% | 2% | -2 | -23% | -2
C[C@H](CO)N1C[C@H](C)[C@@H](CN(C)S(=O)(=O)c2ccc(F)cc2)Oc2ccc(NC(=O)Nc3ccccc3)cc2C1=O | x | -9 | 94%[activator] | x | x | -16% | x
Cc1c(NC(=O)COC(=O)c2cc(-c3ccc(-c4ccccc4)cc3)nc3ccccc23)c(=O)n(-c2ccccc2)n1C | 5% | -97* | -46% | -4% | 57* | 1% | 84*
Oc1[nH]c2ccccc2c1C1=NCCCC1 | -3% | -21 | -17% | u | -6 | -9% | -10
CCOc1ccc(CCNC(=O)c2ccc(N3CCCC3=O)cc2)cc1OCC | 7% | -3 | x | -3% | -2 | -8% | 46
CC1CCN(C(=O)CN(c2ccc3c(c2)OCCO3)S(=O)(=O)c2ccccc2)CC1 | -11% | 31 | 86%[activator] | -2% | 36* | 11% | 54*
O=C(O)c1ccccc1C(=O)N1N=C(c2ccccc2)CC1c1ccccc1O (stereo unspecified) | 11% | 12 | -28% | -11% | 52* | 74%[activator] | 67*
COc1ccccc1NS(=O)(=O)c1ccc(C(=O)N2CCCCCC2)cc1 | x | 10 | 40% | x | x | 6% | x
COc1ccc(OCC(=O)N/N=C/C(C)=C/c2ccco2)c(Br)c1 | x | -33 | -14% | -7% | 8 | -2% | 1
O=S(=O)(Nc1cc(Cl)ccc1N1CCCCC1)c1cccs1 | -26% | 11 | -20% | u | 2 | -16% | -6
COc1ccc(C)cc1NC(=O)CSc1nnc(COc2ccc(Cl)cc2)n1Cc1ccco1 | 9% | -84* | 0% | -1% | 5 | -23% | 21
COc1cc(C(=O)NCC(=O)OC(C)C(=O)Nc2ncc(Cl)cc2Cl)cc(OC)c1OC (stereo unspecified) | 2% | -37 | -17% | -11% | 15 | -4% | -3
CCOC(=O)c1c(C)[nH]c(C(=O)N/N=C\c2ccccc2Cl)c1C | -1% | -99* | -2% | 5% | 20* | 6% | 21
COC(=O)c1cc(Cl)cc2c(C)c(C3(O)CCCCC3)[nH]c12 | 13% | 27 | 57% | u | 2 | -5% | 0
COC(=O)c1ccc(COC(=O)C23CC4CC(CC(O)(C4)C2)C3)o1 | 4% | 19 | -6% | -8% | 7 | -2% | 25
COc1ccc(C(=O)Cc2ccc(OC)c(OC)c2)c(OC)c1 | -9% | u | 17% | 9% | 12* | -1% | 71
CCN(CC)CCCNc1ncnc2ccccc12 | -12% | 22 | -11% | -1% | -2 | -19% | -20
Cc1nonc1OCC(C)(COc1nonc1C)NC(=O)c1ccc(Cl)cc1 | -2% | 11 | -25% | 2% | -3 | 1% | 12
COc1ccc(C(=O)n2ccc(C)n2)cc1Br | 1% | x | -12% | -10% | -3 | x | -7
O=C(O)C1CCN(c2ccc(S(=O)(=O)N3CCOCC3)cc2[N+](=O)[O-])CC1 | 12% | 112 | -15% | -8% | -1 | -3% | 3
O=c1[nH]cnc2c1ncn2[C@@H]1O[C@H](CO)[C@@H](O)[C@H]1O | 1% | 10 | -16% | 0% | 4 | 0% | -3
Cc1cccc(NC(=O)OC2CN3CCC2CC3)c1 (stereo unspecified) | -1% | 31 | -6% | 0% | 12 | -7% | -4
COc1ccc(N2CCN(S(=O)(=O)c3ccc(-c4cc(C)no4)s3)CC2)cc1 | 10% | 52 | 3% | 4% | -2 | 0% | -3
COC(=O)c1cnn2c(C(F)(F)F)cc(-c3ccccc3)nc12 | 0% | 2 | -8% | -17% | -2 | 66%[activator] | 9
CCOC(=O)CNC(=O)CNC(=O)Cn1ccc2ccccc2c1=O | -1% | -33 | -12% | -5% | 8 | -1% | -17
O=C(NCc1cccs1)C1CC(c2ccc(Cl)c(Cl)c2)=NO1 (stereo unspecified) | 4% | -38 | 79%[activator] | 1% | 5 | -6% | 9
CN1C(=O)NC(c2ccccc2Cl)C2=C1CC(C)(C)CC2=O (stereo unspecified) | -3% | 29 | -25% | 3% | -5 | 1% | 14
CO/N=C/C(C#N)=C/c1ccc(OC)c(OC)c1 | 0% | -17 | -3% | 5% | 17 | 10% | 18
CCCCCCc1cc2cc(C(=O)NC)c(=N)oc2cc1O | -1% | -19 | -25% | 1% | -5 | 7% | -5
COc1ccc(NC(=O)COC(=O)C23CC4CC(CC(NC(C)=O)(C4)C2)C3)cc1S(=O)(=O)N1CCOCC1 | x | -13 | 47% | x | x | -6% | x
COC(=O)c1cc(CNC(=O)CCCSc2ccccc2)ccc1OC | -6% | -21 | 32% | -1% | 23* | 7% | 21

Some of the entries so far, with values under each structure.
Every second line gives: Giardia FBPA inh, HCMV antiviral, AmpC no deterg, AmpC detergent, CHX counter, AMA1-RON2 inh, Shiga toxin inh
> COc1ccc(C(=O)n2ccc(C)n2)cc1Br
    1%, x, -12%, -10%, -3, x, -7
> COc1cc(C(=O)NCC(=O)OC(C)C(=O)Nc2ncc(Cl)cc2Cl)cc(OC)c1OC (stereo unspecified)
    2%, -37, -17%, -11%, 15, -4%, -3
> Cc1cccc(NC(=O)OC2CN3CCC2CC3)c1 (stereo unspecified)
    -1%, 31, -6%, 0%, 12, -7%, -4

Later entries:
SMILES | Giardia FBPA inh | HCMV antiviral | AmpC no deterg | AmpC detergent | CHX counter | AMA1-RON2 inh | Shiga toxin inh
COc1ccc(-c2nc3cc(NC(=O)Cc4ccc(OC)c(OC)c4)ccc3o2)cc1 | -3% | -76* | 94%[activator] | u | 25* | -6% | 34*
CSc1ncccc1C(=O)NCCc1ccccc1F | 9% | 35 | 2% | -9% | 11 | -2% | 1
Cc1ccc(S(=O)(=O)N2CCC(=O)N(CCOCc3ccccc3)CC2)cc1 | -1% | -2 | 91%[activator] | -15% | -5 | -5% | 2
CCOc1ccc(NC(=S)Nc2ccc3nsnc3c2)cc1 | u | u | -27% | -12% | 33* | -3% | 57*
COC(=O)c1cc(=O)n2c(sc3ccccc32)c1C#N | 4% | -17 | -13% | -8% | 1 | 8% | -4
O=C(CCN1C(=O)[C@@H]2Cc3ccccc3CN2C1=O)NCc1ccccc1 | x | -31 | -4% | 4% | -4 | 14% | -1
CN1C(=O)NC2C1N(S(C)(=O)=O)CCN2S(C)(=O)=O (stereo unspecified) | -1% | 16 | -9% | u | -2 | -26% | -20
CCCN(Cc1ccccc1)C(=S)Nc1ccc(SC(F)F)cc1 | -9% | -5 | -44% | u | 16 | -6% | 30
